Compound activity as filed in PubChem.
Efa HMGR inh: blocks class II HMG-CoA reductase of Enterococcus faecalis | purified E. faecalis HMGR, NADPH absorbance 340 nm kinetic | inhibition, % at 10 µM | actives 0.41% (n = 190,000) | AID 1066;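 active = inhibition above a set limit, the median over all tested compounds plus 3 SD, cut at about 9.5% in these data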;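 also: enzyme runs in reverse so mevalonate oxidation gives rising NADPH absorbance; 0% = complete reaction with DMSO and 100% = background rate lacking mevalonate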
G6PDH counter: inhibits Leuconostoc G6PDH, flagging false hits in G6PDH-based assays; actives 0.12% (n = 200,000); Purified L. mesenteroides G6PDH, diaphorase/resazurin coupled fluorescence, 45 min; inhibition, % at 5 µM; in the data active = inhibition above about 50%
APP 5'UTR act: activates APP 5'UTR luciferase reporter. SH-SY5Y APP 5'UTR luciferase reporter, luminescence; zero percent = DMSO vehicle wells. activation, % at 2 µM. actives 1% (n = 190,000);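 active = activation above a set limit, based on mean plus 3 SD of controls, cut at about 140% in these data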; also: values of inactives mirror those of a sister screen read the other way
STAT1 activator: activators of IFN-gamma induced STAT1 signaling; NIH 3T3 STAT1-luciferase reporter, luminescence; 100% = IFN-gamma alone, no compound; activation (% of control), % at 5.5 µM; actives 2.6% (n = 200,000); AID 932;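 active = activation above the screen-wide mean activation plus 3 SD, cut at about 130% in these data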;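 also: raw ratio to IFN-gamma control signal so 100% means no change and 0% no light; values of inactives mirror those of a sister screen read the other way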
FLuc inhib CS: counter-screen for luciferase assay inhibitors: firefly luciferase inhibition. P08659. ATPLite firefly luciferase biochemical luminescence, 10 min. inhibition, % at 10 µM. actives 1.5% (n = 200,000);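 active = inhibition above about 50% when tested at 10 µM, limit read from the data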
Target sequence (P08659 whole entry, looked up): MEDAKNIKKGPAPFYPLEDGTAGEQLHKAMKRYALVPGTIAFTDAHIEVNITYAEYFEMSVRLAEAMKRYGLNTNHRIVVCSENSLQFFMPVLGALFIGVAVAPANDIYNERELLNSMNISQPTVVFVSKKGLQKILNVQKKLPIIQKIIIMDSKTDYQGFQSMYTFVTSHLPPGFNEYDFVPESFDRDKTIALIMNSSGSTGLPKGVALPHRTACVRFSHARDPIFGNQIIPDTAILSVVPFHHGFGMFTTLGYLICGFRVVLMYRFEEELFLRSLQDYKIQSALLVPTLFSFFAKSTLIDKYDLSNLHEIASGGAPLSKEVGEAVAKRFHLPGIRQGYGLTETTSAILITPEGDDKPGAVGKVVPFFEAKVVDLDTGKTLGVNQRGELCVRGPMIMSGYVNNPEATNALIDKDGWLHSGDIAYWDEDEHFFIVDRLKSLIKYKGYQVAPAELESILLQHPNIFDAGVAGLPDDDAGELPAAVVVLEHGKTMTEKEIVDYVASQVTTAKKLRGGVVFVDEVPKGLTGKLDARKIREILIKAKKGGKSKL
FLuc stim CS: affects firefly luciferase, flagging false hits in luciferase stimulation screens | P08659 | ATPlite luciferase biochemical, luminescence, 10 min; 0 = ATP-free wells, 1 = DMSO control | activation factor at 10 µM | 200,000 tested, under 10 active;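 active = luciferase activation factor, scaled between plate controls, of at least 2 with compound at 10 µM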
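Material: Luciferase/luciferin reagent mix; Doses: test compounds dosed from 2 mM stocks in 100% DMSO; Schedule: 10 min incubation after luciferase reagent addition, room temperature; Measured by: luminescence from luciferase reaction; Read-out: luminescence gain marking luciferase activators.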
Hsp70 activator: switches on Hsp70 transcription | HeLa Hsp70 promoter luciferase reporter, luminescence; scaled: vehicle 0, proteasome-inhibitor control 100% | activation, % at 10 µM | actives 0.04% (n = 200,000);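 active = activation above the mean across all tested compounds plus 3 SD, cutoff set per campaign, cut at about 5.5% in these data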;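 also: 100% = MG132 at 30 µM as the positive control and 0% = DMSO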
DTT redox prof: compounds producing H2O2 with reducing agent – biochemical, NIH compound library profiling, artefact control for MLSCN library redox annotation, primary screen; DTT-dependent redox cycling H2O2, phenol red/HRP absorbance; 100% = 100 µM peroxide control, 0% = buffer; activation, % at 10 µM; actives 0.03% (n = 200,000);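 active = activation of at least 50% relative to the plate's high and low controls in the primary single-dose screen; inactive = activation below 50%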;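 also: compound incubated with DTT at 0.8 mM final as the reducing agent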
APP 5UTR inh: APP translation inhibition | SH-SY5Y APP 5'UTR-luciferase reporter, luminescence | AID 1285 | inhibition, % at 2 µM | actives 0.82% (n = 190,000);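 active = inhibition above a set limit, derived from the sample mean plus 3 SD, cut at about 45% in these data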; also: values of inactives mirror those of a sister screen read the other way
NF-kB neuron act: NF-kB expression increase, human neuronal cells. AID 1239. fold change at 12.5 µM. actives 1.6% (n = 190,000). NF-kB reporter expression; hits give high values; in the data active = fold change above about 3.3
Numbers without * were called inactive; . = no result given.

[1] O=C(OCC(=O)N1CCN(c2ccccc2)CC1)c1ccc2ncsc2c1
[2] CC(C)(C)OC(=O)N1CC(O)CC1C(=O)OCC(=O)c1ccc(-c2ccccc2)cc1 (configuration not stated)
[3] CCn1ccnc1[C@@H]1C[C@H]2CN(Cc3cccc(Cl)c3)C(=O)[C@]23CCCN13
[4] Cc1cc(C(=O)OCC(=O)Nc2ncc(C(F)(F)F)cc2Cl)c(C)o1
[5] Cc1nc2c(-c3ccccc3)c(C)nn2c(C)c1CCC(=O)NC(C)CCc1ccco1 (configuration not stated)
[6] CCOC(=O)C1(O)CC(C)=NN1C(=O)c1cccc(Br)c1 (configuration not stated)
[7] COCCNC(=O)C(c1ccc(C)cc1)N(C(=O)CCC(=O)Nc1ccccn1)C1CCCC1 (configuration not stated)
[8] COc1cc(OC)c(-c2nnc3n(CCc4ccccc4)c(=O)c4ccccc4n23)cc1OC
compound no.	1	2	3	4	5	6	7	8
Efa HMGR inh	-6	0	-5	0	2	17*	.	-7
DTT redox prof	1.4	-0.1	-1.6	-2.8	-0.4	-0.8	0.9	0.1
APP 5'UTR act	33	4	0	-4	1	6	-7	-7
FLuc stim CS	1.1	1.1	1	1	1	1	1	1
NF-kB neuron act	1.1	0.83	1.1	0.95	0.76	1.3	.	0.96
STAT1 activator	98	98	88	106	92	102	99	112
Hsp70 activator	0.1	-0.2	0.3	0.1	-0.3	0.0	-0.5	-0.2
FLuc inhib CS	-8	-7	-3	-1	-4	-4	4	0
APP 5UTR inh	-33	-4	0	4	-1	-6	7	7
G6PDH counter	11	3	10	1	-4	3	14	-12

[9] CC(C)(C(N)=O)N1CCN(c2ncc(C(F)(F)F)cc2Cl)CC1
[10] Clc1cccc(N2CCN(Cc3nc(-c4ccccc4)no3)CC2)c1
[11] COc1cc(C(O)c2nc3ccccc3n2C)cc(OC)c1OC (configuration not stated)
[12] COc1ccc(C(=O)NC2(C(F)(F)F)NC(=O)N(CCCc3ccccc3)C2=O)c(OC)c1OC (configuration not stated)
[13] Cc1sc2nc(N)sc2c1C
[14] COc1ccc(OCc2ccc(C(=O)NN)cc2)cc1
[15] Cc1ccc(-c2ccc(C(=O)NCc3ccc(Cl)cc3)o2)c2ccccc12
[16] O=C(CCCC(=O)NC1CCCC1)NC1CCCC1
compound no.	9	10	11	12	13	14	15	16
Efa HMGR inh	4	3	-1	1	-4	0	0	-4
DTT redox prof	0.0	-0.7	0.0	-0.1	2.1	-0.2	0.3	-0.3
APP 5'UTR act	-5	-4	2	13	10	-10	-11	-1
FLuc stim CS	1.1	1.1	1.1	1.1	1.1	1	1	1.1
NF-kB neuron act	1.1	1.2	0.89	1.1	1.2	1.4	1	1.2
STAT1 activator	90	93	97	100	96	103	94	106
Hsp70 activator	-0.3	-0.1	-0.3	-0.2	-0.2	-0.2	-0.3	-0.1
FLuc inhib CS	-6	-8	-6	-7	-7	-4	0	-7
APP 5UTR inh	5	4	-2	-13	-10	10	11	1
G6PDH counter	0	-18	12	-10	-2	4	27	3

Single values from the entries so far:
For APP 5UTR inh, COc1cc(C(O)c2nc3ccccc3n2C)cc(OC)c1OC (configuration not stated) is listed with -2
For FLuc inhib CS, Cc1sc2nc(N)sc2c1C is listed with -7

Next structures
[17] O=C(O)CCC(=O)c1ccc2c(c1)OCCO2
[18] c1ccc(-c2csc(=Nc3cccnc3)n2CC2CCCO2)cc1 (configuration not stated)
[19] CS/C(=N\S(=O)(=O)c1cccs1)Nc1cccc(Cl)c1C
[20] COc1cc(NC(=S)N2CCN(c3ccccn3)CC2)cc(OC)c1OC
[21] O=C(CCc1c[nH]c2ccccc12)N=Nc1c(O)[nH]c2ccccc12
[22] COC(=O)c1nn(-c2ccccc2)c(Cl)c1/C=N/OCc1ccc(Cl)cc1Cl
[23] O=C1c2ccccc2C(Nc2ccc(Cl)cn2)N1c1cccnc1 (configuration not stated)
[24] Cc1ccc(NC(=S)Nc2ccc3nc(-c4ccccn4)c(-c4ccccn4)nc3c2)cc1C
compound no.	17	18	19	20	21	22	23	24
Efa HMGR inh	-10	0	2	-2	-2	-2	-2	-2
DTT redox prof	-1.3	-0.6	0.1	-2.0	-0.4	-4.3	-0.5	1.0
APP 5'UTR act	.	4	-4	8	-3	3	-20	-8
FLuc stim CS	1.1	1	1	1	1.1	0.9	1.1	1
NF-kB neuron act	1.1	1.1	1.1	0.84	1.1	1.1	1	0.89
STAT1 activator	99	89	92	100	96	98	95	111
Hsp70 activator	0.0	-0.5	-0.2	-0.1	-0.1	1.9	-0.2	-0.4
FLuc inhib CS	-5	-4	0	-1	-7	6	-7	-5
APP 5UTR inh	.	-4	4	-8	3	-3	20	8
G6PDH counter	7	0	-7	9	-6	8	4	60*

[25] COc1ccc(-c2nnc(Nc3ccc(CC(N)=O)cc3)c3ccccc23)cc1
[26] O=C(CCCCCn1c(=S)[nH]c2cc3c(cc2c1=O)OCO3)N1CCN(C(=O)c2ccco2)CC1
[27] CC(C)OP(=O)(OC(C)C)C(Nc1ccccc1)c1ccc2c(c1)OCO2 (configuration not stated)
[28] CCC(C)N1CC23C=CC(O2)C(C(=O)OCc2ccccc2)C3C1=O (configuration not stated)
[29] CCOC(=O)c1cc2c(=O)n3cccc(C)c3nc2n(Cc2ccco2)c1=NC(=O)c1ccccc1
[30] COc1cc(C=O)cc(Br)c1OCC(N)=O
[31] COc1ccc2c(C(=O)CN3CCN(CCO)CC3)c[nH]c2c1
[32] CC(=O)c1ccc(NC(=S)NC(NC(=O)c2ccco2)C(Cl)(Cl)Cl)cc1 (configuration not stated)
compound no.	25	26	27	28	29	30	31	32
Efa HMGR inh	-6	-8	-8	-4	-4	-6	3	-2
DTT redox prof	0.8	2.0	-0.1	0.3	2.7	0.5	-3.1	0.2
APP 5'UTR act	2	-1	25	1	-10	15	-10	2
FLuc stim CS	1	1.1	1.1	1.1	1	1.1	1	1
NF-kB neuron act	1.1	0.96	0.51	1.1	0.89	1.3	1.2	1.4
STAT1 activator	103	95	92	94	96	100	101	90
Hsp70 activator	-0.3	0.0	-0.5	-0.5	-0.2	-0.3	0.8	-0.2
FLuc inhib CS	0	-6	-11	-7	-3	-5	-4	-4
APP 5UTR inh	-2	1	-24	-1	10	-15	10	-2
G6PDH counter	-12	6	-4	0	8	7	4	-8

[33] O=C(c1ccccc1Br)N1CCN(c2ccc([N+](=O)[O-])c(N3CCOCC3)c2)CC1
[34] O=C(Nc1ccccc1C(=O)NCC1CCCO1)c1ccco1 (configuration not stated)
[35] Cc1ccc(Nc2nnc(SCC(=O)Nc3ncc(S(=O)(=O)c4ccc([N+](=O)[O-])cc4)s3)s2)cc1
[36] Cc1cc2ncn(CCC(=O)NC3CCCC3)c2cc1C
[37] CCOC(=O)c1cc(NC(=O)SCC(=O)O)c(C)nc1C
[38] CN(C)c1ccc(N=Cc2ccco2)cc1
[39] Cn1nc([N+](=O)[O-])nc1Oc1ccc(C(C)(C)C)cc1
[40] CC1=C(C(=O)NC2CCC(C)CC2)C2(CCC(C)CC2)OC1=O (configuration not stated)
[41] CC12CC(c3ccccc3O1)C(C(=O)N1CCOCC1)C(=O)N2 (configuration not stated)
[42] O=C(Cn1ccc2ccccc2c1=O)NCCC(=O)NC1CCN(Cc2ccccc2)CC1
[43] Clc1cncc(Cl)c1NNc1c2ccccc2nc2ccccc12
compound no.	33	34	35	36	37	38	39	40	41	42	43
Efa HMGR inh	-5	2	-9	0	-1	-6	-4	1	-1	5	-5
DTT redox prof	-1.6	-0.3	-0.1	-0.6	0.7	-0.3	0.0	-0.1	-0.1	1.5	3.5
APP 5'UTR act	21	1	-7	-2	6	153*	8	4	5	4	9
FLuc stim CS	1	1	0.9	1.1	1.1	1	1	1.1	1	1	1
NF-kB neuron act	0.86	0.93	1.1	1.3	1.1	0.87	1.3	0.95	0.95	1.1	1.2
STAT1 activator	90	98	100	100	101	150*	100	102	101	92	94
Hsp70 activator	-0.4	-0.3	-0.3	-0.1	-0.2	0.2	-0.4	-0.1	-0.4	-0.5	-0.3
FLuc inhib CS	1	-5	10	-7	-10	2	0	-7	-2	-2	1
APP 5UTR inh	-21	-1	7	2	-6	-153	-8	-4	-5	-4	-9
G6PDH counter	3	-3	5	5	-5	28	-2	-12	5	8	-47

Grouped by structure, those above with a Cl atom
[3] CCn1ccnc1[C@@H]1C[C@H]2CN(Cc3cccc(Cl)c3)C(=O)[C@]23CCCN13
[4] Cc1cc(C(=O)OCC(=O)Nc2ncc(C(F)(F)F)cc2Cl)c(C)o1
[9] CC(C)(C(N)=O)N1CCN(c2ncc(C(F)(F)F)cc2Cl)CC1
[10] Clc1cccc(N2CCN(Cc3nc(-c4ccccc4)no3)CC2)c1
[15] Cc1ccc(-c2ccc(C(=O)NCc3ccc(Cl)cc3)o2)c2ccccc12
[19] CS/C(=N\S(=O)(=O)c1cccs1)Nc1cccc(Cl)c1C
[22] COC(=O)c1nn(-c2ccccc2)c(Cl)c1/C=N/OCc1ccc(Cl)cc1Cl
[23] O=C1c2ccccc2C(Nc2ccc(Cl)cn2)N1c1cccnc1 (configuration not stated)
[32] CC(=O)c1ccc(NC(=S)NC(NC(=O)c2ccco2)C(Cl)(Cl)Cl)cc1 (configuration not stated)
[43] Clc1cncc(Cl)c1NNc1c2ccccc2nc2ccccc12
compound no.	3	4	9	10	15	19	22	23	32	43
Efa HMGR inh	-5	0	4	3	0	2	-2	-2	-2	-5
DTT redox prof	-1.6	-2.8	0.0	-0.7	0.3	0.1	-4.3	-0.5	0.2	3.5
APP 5'UTR act	0	-4	-5	-4	-11	-4	3	-20	2	9
FLuc stim CS	1	1	1.1	1.1	1	1	0.9	1.1	1	1
NF-kB neuron act	1.1	0.95	1.1	1.2	1	1.1	1.1	1	1.4	1.2
STAT1 activator	88	106	90	93	94	92	98	95	90	94
Hsp70 activator	0.3	0.1	-0.3	-0.1	-0.3	-0.2	1.9	-0.2	-0.2	-0.3
FLuc inhib CS	-3	-1	-6	-8	0	0	6	-7	-4	1
APP 5UTR inh	0	4	5	4	11	4	-3	20	-2	-9
G6PDH counter	10	1	0	-18	27	-7	8	4	-8	-47
